p53 reactivation = qHTS assay for re-activators of p53 using a Luc reporter | Potency, µM (titrated, usually from 92.2 µM), inactives show top-dose activity change, positive = activation, actives largely listed as activators | 320,000 compounds, 0.063% hits | H1299 p53-A138V BP100-luciferase reporter, luminescence, 24 h | AID 504706, 2011; further: % of control where 0% means no effect; nearly all actives have a fitted effect of over 45% in size
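H1299 (p53-null), stable ts p53-A138V + BP100-Luc; 1000 cells/well, Opti-MEM/10% FBS; cpd 4 pt, 1:5; 24 h, 37 deg C, 5% CO2; detection reagent 10 min RT; luminescence.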
MBNL1 CUG block = qHTS Assay for Inhibitors of MBNL1-poly(CUG) RNA binding; AID 2675, 2010; 280,000 compounds, 0.036% hits; Muscleblind-like protein 1 (Homo sapiens), Q9NR56; Potency, µM (series often up to 57.5 µM), for inactives: at the top dose activity change, negative = inhibition, most hits filed as inhibitors; TR-FRET MBNL1-His/biotin-(CUG)12 binding, 665/545 ratio; active means well fitted inhibition curve with a large enough effect in the signal ratio, with a control signal flat, not every such curve was filed as active; inconclusive means small, poorly fitted or top-dose-only effect, or effect the other way, or a change in a side signal; inactive means no such curve, though single readings can be large or run the other way; the % refers to the signal ratio; further: on the % scale 0 is the no-effect control and ±100 the full control effect
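His-tagged MBNL1 binding to biotinylated (CUG)12 RNA was measured by TR-FRET using terbium anti-His antibody (0.055 ng/ul final) and streptavidin-XL665 (5 nM final). Compounds were titrated 92 nM to 58 uM; 60 min at room temperature.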
uPA surface inh = qHTS for Inhibitors of Cell Surface uPA Generation; Potency, µM (titrated, usually from 38.3 µM), without a hit: top-dose activity change, negative = inhibition, usual class: inhibitors; cell surface uPA generation assay, qHTS; 330,000 compounds, 0.31% hits; AID 540303, 2011; active means well fitted inhibition curve with a large enough effect; inconclusive means small, poorly fitted or top-dose-only effect; inactive means no such curve, though single readings can be large or run the other way; tested in mouse RAW 264.7 cells; further: on the % scale 0 is the no-effect control and ±100 the full control effect; nearly all actives have a fitted effect of over 55% in size
BRCA1 expr act = qHTS Assay to Identify Small Molecule Activators of BRCA1 Expression | MCF7-BRCA1-FFLuc reporter, luminescence, 48 h; response scale: scaled: vehicle 0%, 10 µM genistein 100% | Potency, µM (top dose mostly 46.1 µM), without a hit: top-dose activation, most hits filed as activators | 380,000 compounds, 1.1% hits | AID 624202, 2012; further: nearly all actives have a fitted effect of over 80% in size; some results filed as inactive show a strong effect at the top dose
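Activators of BRCA1 expression were detected as increased firefly luciferase luminescence in engineered MCF7 cells after 48 h compound incubation. Signals were scaled to genistein 10 microM as full activation.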
ELG1 genotox = qHTS screen for small molecules that induce genotoxicity in human embryonic kidney (HEK293T) cells expressing luciferase-tagged ELG1 | HEK293T ELG1-luciferase reporter, luminescence, 16 h | Potency, µM (series often up to 46 µM), for inactives: at the top dose activity change, positive = activation, hits mostly activators | 330,000 compounds, 1.3% hits | AID 504466, 2011; further: % of control where 0% means no effect; nearly all actives have a fitted effect of over 60% in size
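16 hr compound incubation (37 °C, 5% CO2) of HEK293T cells carrying luciferase-tagged ELG1; luciferase then measured by ONE-Glo luminescence after 30 min at RT.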
RORgamma inh = qHTS for inhibitors of ROR gamma transcriptional activity; Nuclear receptor ROR-gamma (Mus musculus), P51450; Potency, µM (doses to about 53.6 µM), for inactives: at the top dose activity change, negative = inhibition, actives largely listed as inhibitors; AID 2551, 2010; 310,000 compounds, 5.4% hits; Drosophila S2 Gal4-RORgamma UAS-luciferase reporter, 20 h; further: on the % scale 0 is the no-effect control and ±100 the full control effect; nearly all actives have a fitted effect of over 60% in size
Target sequence (P51450 whole entry, looked up, the tested form may be a part): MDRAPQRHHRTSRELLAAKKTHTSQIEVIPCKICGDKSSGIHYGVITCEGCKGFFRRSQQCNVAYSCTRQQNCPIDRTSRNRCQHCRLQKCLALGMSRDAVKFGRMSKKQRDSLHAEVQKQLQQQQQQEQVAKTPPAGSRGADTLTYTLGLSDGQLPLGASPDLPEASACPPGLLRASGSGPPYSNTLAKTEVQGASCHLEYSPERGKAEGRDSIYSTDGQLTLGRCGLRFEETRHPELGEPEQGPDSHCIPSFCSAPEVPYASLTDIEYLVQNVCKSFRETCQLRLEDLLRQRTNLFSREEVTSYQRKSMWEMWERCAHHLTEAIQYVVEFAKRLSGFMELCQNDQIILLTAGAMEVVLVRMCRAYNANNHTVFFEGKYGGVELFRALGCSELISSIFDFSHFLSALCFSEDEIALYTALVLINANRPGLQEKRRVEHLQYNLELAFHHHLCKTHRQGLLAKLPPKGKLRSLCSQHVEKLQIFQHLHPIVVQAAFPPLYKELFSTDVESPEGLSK
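Drosophila S2 cells stably expressing Gal4-DBD/mouse RORγ fusion under metallothionein promoter plus UAS-luciferase; compound 1 h, then 700 uM CuSO4 induction for 20 h at ambient temperature; inhibition read as reduced luminescence.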
FLuc counter = qHTS profiling assay for firefly luciferase inhibitor/activator using purifed enzyme and Km concentrations of substrates (counterscreen for miR-21 project); Luciferin 4-monooxygenase (Photinus pyralis), P08659; purified FLuc, Km substrates, luminescence inhibition; Potency, µM (titrated, usually from 57.5 µM), for inactives: at the top dose activity change, negative = inhibition, actives largely listed as inhibitors; 360,000 compounds, 6.9% hits; AID 588342, 2011;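 further: plate controls were vehicle for no effect and reference inhibitor for full effect; nearly all actives have a fitted effect of over 55% in size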
Target sequence (P08659 whole entry, looked up): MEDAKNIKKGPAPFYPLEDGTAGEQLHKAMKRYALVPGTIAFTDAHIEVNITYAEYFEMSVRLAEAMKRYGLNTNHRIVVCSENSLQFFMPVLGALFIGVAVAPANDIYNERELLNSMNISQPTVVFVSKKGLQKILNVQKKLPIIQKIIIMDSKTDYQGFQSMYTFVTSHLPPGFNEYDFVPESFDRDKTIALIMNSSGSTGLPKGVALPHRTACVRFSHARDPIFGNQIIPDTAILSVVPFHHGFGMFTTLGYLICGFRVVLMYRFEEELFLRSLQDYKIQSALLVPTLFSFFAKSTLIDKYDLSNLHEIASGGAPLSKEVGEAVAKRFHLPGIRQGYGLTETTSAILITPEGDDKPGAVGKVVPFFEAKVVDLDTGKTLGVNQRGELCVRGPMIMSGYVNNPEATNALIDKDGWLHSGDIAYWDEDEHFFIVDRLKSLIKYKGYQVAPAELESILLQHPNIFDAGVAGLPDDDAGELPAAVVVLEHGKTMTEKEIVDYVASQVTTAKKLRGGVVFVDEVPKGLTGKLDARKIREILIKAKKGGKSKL
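Purified P. pyralis luciferase, 10 nM final, with Km-level 10 uM D-luciferin and 10 uM ATP in 50 mM Tris acetate pH 7.5, 10 mM Mg acetate, 0.01% Tween-20, 0.05% BSA; 6-point qHTS titration about 60 µM downward; luminescence read.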
Gal4-VP16 FLuc = VP16 counterscreen qHTS for inhibitors of ROR gamma transcriptional activity; Potency, µM (highest dose often 53.6 µM), for the others: at the top dose activity, negative = inhibition, most hits filed as inhibitors; AID 2546, 2010; Drosophila S2 Gal4-VP16 UAS-luciferase, luminescence, 20 h; 310,000 compounds, 3.5% hits;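 further: Gal4-VP16 expression switched on by copper sulfate through the metallothionein promoter; on the % scale 0 is the no-effect control and ±100 the full control effect; nearly all actives have a fitted effect of over 50% in size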
NPC1 prom act = qHTS Assay for NPC1 Promoter Activators | 320,000 compounds, 2.4% hits | Huh7 NPC1 promoter luciferase reporter, 24 h | AID 485313, 2010 | Potency, µM (doses to about 9.22 µM), for inactives: at the top dose activation, usual class: activators;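 further: % of control where 0% means no effect; nearly all actives have a fitted effect of over 60% in size; reporter is driven by a mutant NPC1 promoter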
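Luciferase expression driven by the NPC1 promoter was measured in stably transfected Huh7 cells after a 24 h compound incubation, using a luciferase reagent and a luminescence read.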
Rab9 promoter act = qHTS Assay for Rab9 Promoter Activators | AID 485297, 2010 | Potency, µM (titrated, usually from 9.22 µM), for the others: at the top dose activation, negative = inhibition, usual class: activators | Huh7 Rab9 promoter-luciferase reporter, luminescence, 24 h | 320,000 compounds, 2.8% hits; further: % of control where 0% means no effect; nearly all actives have a fitted effect of over 60% in size
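Luminescence from Amplite-detected luciferase (10 minutes, ambient) reports Rab9 promoter activation. Before that, stable Rab9-luciferase Huh7 cells (1500/well, reduced-serum OP-MEM I plus 10% FBS) were exposed to compound for 24 hours at 37C.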
* marks the source's active call; other numbers are inactive results; ? = inconclusive; / = not tested or not shown; [ ] = another dose, or the depositor's remark. Unless noted, the call rests on the fitted dose curve; in most records, active means well fitted curve in the direction sought with a large enough effect; inconclusive means small, poorly fitted or top-dose-only effect, or another doubt; inactive means no such curve, though single readings can be large; an effect the other way counts as inactive or inconclusive. Potency means the concentration at half of the fitted maximal effect.

no.	SMILES	p53 reactivation	MBNL1 CUG block	uPA surface inh	BRCA1 expr act	ELG1 genotox
1	Cc1cccc(N=Cc2c(O)cc(C)oc2=O)c1	0%	-3%	5%	2%	-5%
2	CCOC(=O)Cn1cnc2c(C#N)c3n(c2c1=O)CCCCC3	-3%	6%	-2%	-21%	8%
3	CCN(CC)C(=O)[C@H]1C[C@H](CC(=O)NCC23CC4CC(CC(C4)C2)C3)C(=O)N2CCc3c([nH]c4cc(CCC(=O)N(C)C)ccc34)[C@]12C	-3%	/	?	-46%	-1%
4	CCOC(=O)C1(CC2CC2)CCN(Cc2ccc(C(=O)OC)cc2)CC1	0%	-18%	-6%	-7%	-6%
5	Fc1ccc(-c2n[nH]c(=S)n2Cc2ccccc2)cc1	7%	-2%	18%	-12%	-3%
6	C#CCOCCOCCOCCNc1nc(N2CCN(C(=O)[C@H](CC(N)=O)n3cc(C(N)[C@H](C)CC)nn3)CC2)nc(N2CCN(C(=O)[C@H](CC(N)=O)n3cc(C(N)[C@@H](C)CC)nn3)CC2)n1 (stereo not given in full)	1%	/	-6%	2%	4%
7	COc1ccc(/C=N/Nc2ncnc(Cl)c2N)cc1OC	14%	?	4%	25%	10%
8	CCCOC(=O)C(C)n1c(-c2ccccc2)nc2ccccc2c1=O (stereo not given)	7%	-17%	8%	2%	-2%
9	N#Cc1c(Cl)nsc1NC(=O)c1ccccc1	17%	/	?	6%	-2%
10	CCOC(=O)c1cnc2c(C)c(-c3ccccc3)[nH]n2c1=O	1%	0%	3%	-10%	-1%
11	CN1C(=O)c2ccccc2C(C(=O)NCCCN2CCCC2)C1c1c[nH]c2ccccc12 (stereo not given)	0%	-3%	-4%	-1%	-3%
12	CCC(=O)OCCNc1cc(Sc2nc3ccccc3[nH]2)c2nonc2c1[N+](=O)[O-]	-35%[inhibitor]	?	-7%	-109%[inhibitor]	6%

no.	RORgamma inh	FLuc counter	Gal4-VP16 FLuc	NPC1 prom act	Rab9 promoter act
1	3%	?	-15%	-2%	2%
2	-5%	0%	-6%	-2%	4%
3	/	/	/	/	/
4	7%	0%	-25%	-2%	-5%
5	2.8µM*	-3%	11µM*	-3%	-2%[1.84 µM]
6	/	/	/	/	/
7	?	21µM*	?	2%	2%
8	7%	4%	1%	-4%	-5%
9	8.9µM*	15µM*	4µM*	-15%	-23%
10	-17%	?	-3%	-6%	-7%
11	0%	7%	-9%	2%	2%
12	3.2µM*	-20%	4.5µM*	-8%	-26%

New compounds follow
no.	SMILES	p53 reactivation	MBNL1 CUG block	uPA surface inh	BRCA1 expr act	ELG1 genotox
13	Cc1ccc(-c2nn3c(C)nnc3s2)cc1N	29%	-4%	/	41%	10%
14	CCN(CC)C(=O)CN1C(=O)C2(OCC(C)(C)CO2)c2ccccc21	12%	/	1%	-14%	-2%
15	Cc1ccccc1Cn1c(=O)n(CCCC(=O)NCc2ccco2)c(=O)c2ccccc21	-4%	7%	-6%	-22%	-3%
16	COc1ccc(C2CC(=O)C(C=NCCCN3CCOCC3)=C(O)C2)cc1 (stereo not given)	9%	3%	3%	7%	-1%
17	Cc1nc(Sc2ccc(Br)cc2)c(C#N)c(C)c1[N+](=O)[O-]	-6%	-2%	-6%	-56%	-17%
18	O=C(N/N=C/c1cccnc1)c1ccccc1	14%	9%	-17%	38%	10%
19	NNC(=O)CCn1nnc2ccccc21	-1%	/	2%	20%	3%
20	CCc1ccc2c(c1)C(c1ccc([N+](=O)[O-])cc1)=NNC(c1ccc(Br)cc1)=N2	7%	-5%	-1%	-33%	8%
21	Cc1cc(C)cc(NC(=O)C2CCN(S(=O)(=O)c3ccc4[nH]c(=O)ccc4c3)CC2)c1	6%	16%	5%	-21%	-3%
22	Cc1ccc(NC(=O)C2=CN3CCS(=O)(=O)N=C3C=C2)cc1	1%	/	0%	-10%	2%
23	O=C(Cc1ccc(Cl)cc1)Nc1ccc(NC(=O)c2ccccc2)cc1	-6%	/	4%	-9%	7%
24	CCCc1cc(=O)[nH]c(SCC(=O)Nc2cc(S(=O)(=O)N(CC)c3ccccc3)ccc2Cl)n1	-7%	/	3%	-8%	-2%

no.	RORgamma inh	FLuc counter	Gal4-VP16 FLuc	NPC1 prom act	Rab9 promoter act
13	1%	?	3%	18%	?
14	/	0%	/	-3%	-6%
15	56%	3%	4%	-4%	-8%
16	-4%[0.365 µM]	1%	/	-1%	2%
17	-17%	-3%	9%	-1%	-5%
18	-15%	?	-3%	16%	11%
19	2%	-2%	4%	0%	-4%
20	?	0%	7%	-5%	-14%
21	16%	2%	1%	-2%	7%
22	/	/	/	/	/
23	10%	3%	7%	-1%	3%
24	/	/	/	/	/

Three entries out of the list, arranged by formula weight, lowest first.
no.	SMILES	p53 reactivation	MBNL1 CUG block	uPA surface inh	BRCA1 expr act	ELG1 genotox
22	Cc1ccc(NC(=O)C2=CN3CCS(=O)(=O)N=C3C=C2)cc1	1%	/	0%	-10%	2%
17	Cc1nc(Sc2ccc(Br)cc2)c(C#N)c(C)c1[N+](=O)[O-]	-6%	-2%	-6%	-56%	-17%
16	COc1ccc(C2CC(=O)C(C=NCCCN3CCOCC3)=C(O)C2)cc1 (stereo not given)	9%	3%	3%	7%	-1%

no.	RORgamma inh	FLuc counter	Gal4-VP16 FLuc	NPC1 prom act	Rab9 promoter act
22	/	/	/	/	/
17	-17%	-3%	9%	-1%	-5%
16	-4%[0.365 µM]	1%	/	-1%	2%

Further records:
no.	SMILES	p53 reactivation	MBNL1 CUG block	uPA surface inh	BRCA1 expr act	ELG1 genotox
25	CC(C)Oc1ccc(Cn2c(=O)sc3ccccc32)cc1	-9%	-8%	-7%	-8%	0%
26	CSc1ccc(CN2CCC(n3nccc3NC(=O)c3ccccc3C)CC2)cc1	-4%	2%	-8%	-7%	-4%
27	Cc1ccc(C(=O)N2CCN(c3ccccn3)CC2)cc1	-1%	0%	-2%	9%	-4%
28	Cc1ccc(C)c(NC(=O)c2ccc(OCc3c(C)noc3C)cc2)c1	-3%	/	-18%	-17%	5%
29	COc1ccc(NC(=O)CSCc2cc(=O)n3c(C)csc3n2)cc1	3%	-3%	-1%	-12%	0%
30	O=S(=O)(CCc1ccncc1)C1Cc2cccc3cccc1c23 (stereo not given)	-1%	4%	2%	-5%	-5%
31	CCOC(=O)/C=C1\SCC(=O)N1CC(=O)NC(c1ccccc1)c1ccccc1	-5%	-4%	4%	-15%	-1%
32	COc1cc(C=O)ccc1OCCOCCOc1ccccc1Cl	2%	5%	9%	15%	-3%
33	O=C(C1CCN(Cc2cccs2)CC1)N1CCN(Cc2ccc3c(c2)OCO3)CC1	3%	-5%	-1%	-21%	3%
34	O=C(O)COc1ccc(-c2nnn(CC(=O)O)n2)cc1	/	2%	/	7%	/
35	CC(C)(C)n1ncc2c(=O)n(CC(=O)NCc3ccc(F)cc3)cnc21	44%	-3%	-18%	17%	4.1µM*
36	Cc1c(OC(C)C(=O)NCCCn2ccnc2)ccc2c3c(c(=O)oc12)CCC3 (stereo not given)	-4%	7%	-4%	-4%	4%

no.	RORgamma inh	FLuc counter	Gal4-VP16 FLuc	NPC1 prom act	Rab9 promoter act
25	3%	-3%	-6%	1%	-2%
26	19%	3%	17%	-2%	3%
27	1%	0%	7%	-2%	-9%
28	/	4%	/	-6%	4%
29	-5%	1%	4%	-2%	-7%
30	5%	3%	-8%	1%	-2%
31	41%	-1%	-5%	-3%	2%
32	-12%	-6%	?	-3%	26%
33	12%	-2%	-14%	-2%	-6%
34	-1%	3%	-5%	/	/
35	?	4.3µM*	?	0.5µM*	0.35µM*
36	-1%	1%	-2%	0%	0%

Carrying on:
no.	SMILES	p53 reactivation	MBNL1 CUG block	uPA surface inh	BRCA1 expr act	ELG1 genotox
37	N#CCCCC#Cc1ccc2c(c1)COc1c3ccccc3nn1-2	20%	/	10µM*	-2%	?
38	CCOc1cccc2cc(C(=O)NCc3ccccc3Cl)c(=O)oc12	2%	0%	14%	6%	12%
39	Cc1ccc(NC(=O)c2n[nH]c(=O)c3ccccc23)cc1S(=O)(=O)N1CCOCC1	2%	/	-1%	-17%	-9%
40	O=C(CCNS(=O)(=O)c1ccccc1C(F)(F)F)NCc1ccc2c(c1)OCO2	-1%	-3%	/	-7%	-1%
41	COc1ccc2c(c1)[nH]c1c(=O)n(CCN(C)C)cnc12	1%	-2%	-1%	3%	-2%
42	Cc1nnc(SCC(=O)NCc2ccc(Cl)cc2)[nH]c1=O	3%	5%	3%	0%	-3%

no.	RORgamma inh	FLuc counter	Gal4-VP16 FLuc	NPC1 prom act	Rab9 promoter act
37	/	0.19µM*	/	0.71µM*	0.1µM*
38	?	-6%	7%	?	9%
39	/	/	/	/	/
40	1%	1%	-2%	5%	1%
41	13%	1%	3%	-1%	9%
42	-19%	1%	3%	0%	-1%

Assay outcomes from PubChem.
